# Screens: PubChem, The Scripps Research Institute Molecular Screening Center
# TPT1 inhibitor = Candida albicans TPT1 enzyme inhibitors, primary screen, biochemical, fluorescence polarization; inhibition, % at 5 µM; recombinant caTPT1, FP RNA substrate dephosphorylation; tRNA 2'-phosphotransferase TPT1 (Candida albicans SC5314); 300,000 compounds, 0.81% hits;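 active = inhibition above the mean of all tested compounds plus 3 SD, set per screening campaign, cut at about 24% in these data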;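 note: plate controls were DMSO alone for no effect and ferristatin control at 100 nM for full effect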
# PP1 inh = PP1-alpha phosphatase inhibitors, primary screen, counter-screen for PP5 inhibitor project, biochemical, fluorescence, OMFP substrate, single point; purified PP1alpha; inhibition, % at 6.7 µM; Serine/threonine-protein phosphatase PP1-alpha catalytic subunit (Homo sapiens), P62136; 320,000 compounds, 0.9% hits; AID 2235, 2010;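 active = inhibition above the mean inhibition of all tested compounds plus 3 SD, computed separately for each screening campaign, cut at about 15% in these data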
# AHR activator = AHR activators, primary screen, cell-based, luminescence, luciferase reporter, human. Aryl hydrocarbon receptor (Homo sapiens), P35869. AHR-responsive luciferase reporter cells. activation, % at 5 µM. 320,000 compounds, 2.5% hits; in the data active = activation above about 47%;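 note: 0% = vehicle wells and 100% = reference agonist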
# Target sequence (P35869 whole entry, looked up): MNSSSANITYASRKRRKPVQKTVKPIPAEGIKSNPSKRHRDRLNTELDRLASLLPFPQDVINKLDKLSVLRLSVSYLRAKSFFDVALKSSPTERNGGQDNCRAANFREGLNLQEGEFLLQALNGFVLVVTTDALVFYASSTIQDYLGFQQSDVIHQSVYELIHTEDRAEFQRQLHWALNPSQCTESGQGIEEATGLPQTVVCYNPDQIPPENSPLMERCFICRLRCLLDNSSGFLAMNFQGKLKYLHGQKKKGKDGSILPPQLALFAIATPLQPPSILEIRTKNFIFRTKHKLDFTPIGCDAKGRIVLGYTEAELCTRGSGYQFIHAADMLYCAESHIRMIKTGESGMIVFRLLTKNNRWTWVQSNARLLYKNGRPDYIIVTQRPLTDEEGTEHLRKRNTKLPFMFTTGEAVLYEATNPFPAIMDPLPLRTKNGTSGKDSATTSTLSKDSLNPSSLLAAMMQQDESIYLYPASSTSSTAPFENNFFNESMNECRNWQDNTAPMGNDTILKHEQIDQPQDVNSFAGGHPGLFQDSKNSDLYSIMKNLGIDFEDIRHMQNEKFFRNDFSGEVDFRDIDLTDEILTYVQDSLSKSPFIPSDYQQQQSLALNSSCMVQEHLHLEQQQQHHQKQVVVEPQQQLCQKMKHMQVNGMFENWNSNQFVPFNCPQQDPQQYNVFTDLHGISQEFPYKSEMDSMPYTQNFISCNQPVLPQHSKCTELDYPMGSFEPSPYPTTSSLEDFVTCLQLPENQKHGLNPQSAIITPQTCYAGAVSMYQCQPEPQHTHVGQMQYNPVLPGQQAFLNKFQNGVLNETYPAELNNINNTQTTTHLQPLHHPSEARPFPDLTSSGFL
# proCasp7 act = procaspase-7 activators, primary screen, counter-screen for procaspase-3 activator project, biochemical, absorbance, HTS, human | Caspase-7 (Homo sapiens), P55210 | recombinant procaspase-7, Ac-DEVD-pNA absorbance 405 nm; D23A/D198A/D206A triple mutant, cannot self-cleave; scale: DMSO 0, 5 µM enzyme 100 | activation, % at 8.5 µM | 330,000 compounds, 0.093% hits | AID 463210, 2010;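 active = percent activation above the screen-wide mean plus 3 SD, cut at about 25% in these data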
#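 Assay system: Uncleavable procaspase-7 mutant enzyme | Input: 2 µM procaspase-7 mutant as dispensed | Timing: 1 h compound preincubation, 2 h substrate cleavage, 25 °C | Repeats: One well per compound | Control set: DMSO wells as 0%, DMSO with 5 µM added PC-7 as 100% | Technique: Epi-absorbance of released pNA at 405 nm, two timepoints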
# core dimer inh = inhibitors of HCV core protein dimerization, primary screen, biochemical, TR-FRET, high-throughput; inhibition, % at 5 µM; 300,000 compounds, 0.33% hits; TR-FRET GST/Flag-core106 dimerization, 1536-well; AID 1899, 2009;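 active = inhibition above the mean of all tested compounds plus 3 SD, set per screening campaign, cut at about 45% in these data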
#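 System: GST/Flag-tagged HCV core106 proteins. Incubation: compound-protein-antibody incubation 4 h at 22.5 °C. Technique: HTRF with 340 nm excitation, 617/671 nm emission. Medium: KF-containing HEPES buffer, pH 7.45, DTT, CHAPS, BSA. Read-out: inhibition (%) from 671 over 617 nm ratio. Also added: Eu(K)-anti-GST 90 ng/mL plus XL665-anti-Flag 1 µg/mL.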
# PP5 inh = PP5 phosphatase inhibitors, primary screen, biochemical, fluorescence. AID 1987, 2009. 320,000 compounds, 0.18% hits. inhibition, % at 6.7 µM. purified PP5c, OMFP substrate fluorescence. Serine/threonine-protein phosphatase 5 (Homo sapiens), P53041;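 active = inhibition above the campaign's mean inhibition across all tested compounds plus 3 SD, cut at about 9.5% in these data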;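 note: 0% = DMSO only and 100% = 100 µM cantharidin control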
# procasp3 activ = activators of human procaspase-3 D3A mutant, primary screen, biochemical, absorbance, PC-3 D3A mutant, single concentration; activation, % at 8.5 µM; 330,000 compounds, 0.11% hits; Caspase-3 (Homo sapiens), P42574; recombinant procaspase-3 D3A, Ac-DEVD-pNA absorbance 405 nm;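 active = activation above the mean of all tested compounds plus 3 SD, cut at about 21% in these data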;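 note: 0% = DMSO alone and 100% = DMSO wells spiked with extra 5 µM PC-3 D3A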
#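 Test system: Procaspase-3 D3A mutant, all three cleavage aspartates alanine | Dosing: Single dose, 8.5 µM nominal compound, 0.8% DMSO | Schedule: 1 h preincubation, 2 h reaction | Technique: 405 nm absorbance of p-nitroaniline, reads at 0 and 120 min | Repeats: One well per compound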
# Fh CTSL1 inh = Fasciola hepatica cathepsin L1 inhibitors, primary screen, counter-screen for PFM18AAP inhibitor project, biochemical, QFRET, fluorogenic peptide substrate; AID 1906, 2009; 300,000 compounds, 0.49% hits; recombinant F. hepatica cathepsin L1, Z-Leu-Arg-MCA fluorescence; inhibition, % at 5.96 µM;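 active = inhibition above the mean of all tested compounds plus 3 SD, set per screening campaign, cut at about 17% in these data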;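 note: 0% = plate median of test compound wells and 100% = 1 µM Z-Phe-Ala-diazomethylketone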
# PAFAH2 inh = PAFAH2 enzyme inhibitors, primary screen, biochemical, fluorescence polarization, human; 340,000 compounds, 0.99% hits; AID 492956, 2010; recombinant PAFAH2, FP-rhodamine activity probe; inhibition, % at 3.39 µM;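 active = inhibition above the mean over all tested compounds plus 3 SD, cut at about 30% in these data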;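 note: inhibitors block probe labeling of enzyme so polarization drops; 0% = enzyme with DMSO and 100% = wells lacking PAFAH2 protein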
# * hit, by the source's call; x = no result given.
SMILES,TPT1 inhibitor,PP1 inh,AHR activator,proCasp7 act,core dimer inh,PP5 inh,procasp3 activ,Fh CTSL1 inh,PAFAH2 inh
COc1ccc(NC(=O)COC(=O)CNC(=O)c2cc(OC)c(OC)c(OC)c2)cc1,-1,-1,3,2,5,-1.5,4,-11,-7
CCc1cc(=O)oc2cc(OCC(=O)N3CCC(C(=O)O)CC3)ccc12,-1,-2,0,4,-4,5.5,5,1,12
Oc1ccc(-c2csc(Nc3ccccn3)n2)cc1O,4,0,31,-25,-15,3.2,-17,-2,11
Cc1cc(Nc2cccc(C(=O)O)c2)n2ncnc2n1,0,1,-2,1,-14,0.0,1,-8,-4
O=C(NNc1nc(-c2ccc(Br)cc2)cs1)c1ccco1,-6,0,35,-11,2,1.0,-8,0,1
CCCC(=O)N1CC(=O)Nc2ccc(C)cc2C1c1ccc(F)cc1 (stereo unspecified),0,0,2,2,1,-0.1,10,7,3
Cc1ccc(OCCCn2c(=O)oc3ccccc32)cc1,0,-1,-3,-1,-2,1.1,0,-1,0
CC1CCN(S(=O)(=O)c2ccc(F)c(C(=O)O)c2)CC1,-2,-3,0,0,-3,-1.0,-2,1,-3
O=C(NCCOc1ccccc1)c1cccc2c1C(=O)c1ccc(Cl)cc1S2(=O)=O,x,-2,5,4,x,3.1,6,x,4
N#CC1=C(O)CCCn2c1nc1ccccc1c2=O,-1,-3,5,-14,2,-1.7,7,2,3
O=C(COc1ccc(Cl)cc1)Nc1ncccn1,-2,-2,-1,-6,2,-1.8,-4,3,9
COc1ccc2[nH]cc(CCNC(=S)NCCc3ccccc3)c2c1,0,-3,38,-11,-2,2.1,-3,1,-3
CC(C(=O)O)C1SC(=O)NC1=O (stereo unspecified),2,6,2,-5,1,1.5,-3,-5,4
O=C(C[C@H]1C/C=C\CCC(=O)O[C@@H](c2ccccc2)CNC1=O)NCCO,x,x,0,16,x,x,0,x,-9
C[C@]12c3[nH]c4ccccc4c3CCN1C(=O)C(CC(=O)NCc1ccco1)C[C@@H]2C(=O)N1CCOCC1 (stereo partly specified),x,x,0,11,x,x,6,x,-4
CCOC(=O)C(CCSC)NC(=O)CN (stereo unspecified),1,-3,-1,9,1,2.3,1,-4,3
COc1cc2ncc(S(=O)(=O)c3ccccc3)c(N3CCC4(CC3)OCCO4)c2cc1OC,-4,-3,7,4,10,-0.2,0,-1,1
CCOC(=O)N1CCN(S(=O)(=O)c2ccc(C(=O)N(CCN(C)C)c3nc4c(C)cccc4s3)cc2)CC1,1,1,2,3,-2,-1.9,-1,3,-1
Cc1cc2c(cc1S(=O)(=O)N(C)Cc1ccccc1)OCC(=O)N2,2,1,1,11,2,4.8,6,-2,1
CN(c1ccccc1C(=O)Nc1cccnc1)S(C)(=O)=O,1,-8,-2,5,-11,2.4,3,-4,3

# Three entries from above, with bars between the fields.
SMILES | TPT1 inhibitor | PP1 inh | AHR activator | proCasp7 act | core dimer inh | PP5 inh | procasp3 activ | Fh CTSL1 inh | PAFAH2 inh
CC(C(=O)O)C1SC(=O)NC1=O (stereo unspecified) | 2 | 6 | 2 | -5 | 1 | 1.5 | -3 | -5 | 4
O=C(C[C@H]1C/C=C\CCC(=O)O[C@@H](c2ccccc2)CNC1=O)NCCO | x | x | 0 | 16 | x | x | 0 | x | -9
C[C@]12c3[nH]c4ccccc4c3CCN1C(=O)C(CC(=O)NCc1ccco1)C[C@@H]2C(=O)N1CCOCC1 (stereo partly specified) | x | x | 0 | 11 | x | x | 6 | x | -4

# Of the compounds above, these have a halogen:
SMILES,TPT1 inhibitor,PP1 inh,AHR activator,proCasp7 act,core dimer inh,PP5 inh,procasp3 activ,Fh CTSL1 inh,PAFAH2 inh
O=C(NNc1nc(-c2ccc(Br)cc2)cs1)c1ccco1,-6,0,35,-11,2,1.0,-8,0,1
CCCC(=O)N1CC(=O)Nc2ccc(C)cc2C1c1ccc(F)cc1 (stereo unspecified),0,0,2,2,1,-0.1,10,7,3
CC1CCN(S(=O)(=O)c2ccc(F)c(C(=O)O)c2)CC1,-2,-3,0,0,-3,-1.0,-2,1,-3
O=C(NCCOc1ccccc1)c1cccc2c1C(=O)c1ccc(Cl)cc1S2(=O)=O,x,-2,5,4,x,3.1,6,x,4
O=C(COc1ccc(Cl)cc1)Nc1ncccn1,-2,-2,-1,-6,2,-1.8,-4,3,9

# The listing picks up with the two entries that preceded the break.
SMILES,TPT1 inhibitor,PP1 inh,AHR activator,proCasp7 act,core dimer inh,PP5 inh,procasp3 activ,Fh CTSL1 inh,PAFAH2 inh
Cc1cc2c(cc1S(=O)(=O)N(C)Cc1ccccc1)OCC(=O)N2,2,1,1,11,2,4.8,6,-2,1
CN(c1ccccc1C(=O)Nc1cccnc1)S(C)(=O)=O,1,-8,-2,5,-11,2.4,3,-4,3
O=C(Nc1ccc(S(=O)(=O)N2CCCC2)cc1)C1CC(=O)N(c2ccc(F)cc2)C1 (stereo unspecified),3,-7,3,-6,-6,-3.8,3,-5,-5
CCS(=O)(=O)c1ccc(O)c(NC(=O)/C=C/c2ccccc2)c1,-6,-3,26,10,0,-3.4,2,0,75*
Oc1cc(Nc2ccccc2)cc2cccnc12,x,x,4,-6,x,x,-9,x,11
CC(=O)n1cc(/C=N/NC(=O)c2cccc(O)c2)c2ccccc21,2,0,15,5,-4,3.1,2,-3,-1
CC(=NC1CC1)c1c(-c2ccccc2)[nH]n(-c2nc3ccccc3s2)c1=O,3,8,7,6,9,-0.3,4,0,1
Cc1ccccc1-c1nc2ccccc2o1,0,-3,-1,2,1,2.2,7,2,2
CCC(CO)N=CC1=C(O)CC(c2ccccc2)CC1=O (stereo unspecified),-1,0,2,1,1,0.0,12,3,-1
Cc1ccc([C@@H]2CC=C(C(=O)O)CN2S(=O)(=O)c2ccccc2C)cc1,-2,-2,0,8,9,0.2,7,8,12
O=C(CSc1nnc2ccccn12)NCCc1ccc(Cl)cc1,-2,-3,2,1,-2,0.3,2,2,4
CC(=O)c1ccc(NC(=O)CSc2nc(Nc3ccccc3)nc(N3CCOCC3)n2)cc1,3,0,8,5,6,4.5,-4,0,-15
CC(C)CN(C(=O)CN1CCN(c2ccccc2F)CC1)c1c(N)n(CC(C)C)c(=O)[nH]c1=O,-1,3,0,6,-4,1.8,-3,0,6
COc1ccc(NC(=O)COc2ccc3c(c2)CCC3)cc1S(N)(=O)=O,x,x,2,-1,x,x,8,x,4
COC(=O)c1ccc(CNCC(=O)Nc2ccc(C(=O)OC)cc2)cc1,-1,-5,-1,-2,-3,0.5,-1,2,4
Cc1nn(Cc2ccccc2)c(C)c1NC(=O)c1cccs1,2,1,-2,10,-6,3.5,-5,-3,1
C/C(=N\NC(=O)c1nn(C)c(C)c1Br)c1cccc(NC(=O)c2ccoc2C)c1,-4,0,-3,-2,-1,-1.3,4,6,3
CC1=CC(c2ccccc2)NC(=S)N1 (stereo unspecified),-5,3,1,-26,-11,3.5,-19,3,-1
Cn1c(SCC(=O)Nc2cccc(F)c2)nnc1-c1cc2ccccc2o1,-5,0,-2,9,-34,2.0,8,2,5
C=CCn1c(SCC(=O)NCC)nnc1-c1cc2c(s1)CCC(CC)C2 (stereo unspecified),1,-1,4,-2,4,1.4,6,4,6
CSCCC(NC(=O)c1ccccc1Br)C(=O)Nc1ccc(C)cc1 (stereo unspecified),4,2,0,6,3,1.2,0,4,-3
CN1CCN(C(CNS(=O)(=O)c2cccs2)c2cccnc2)CC1 (stereo unspecified),0,0,0,5,4,3.4,10,-2,0
COc1ccc(Cc2nnc(NC(=O)Cn3cnc4c3c(=O)n(C)c(=O)n4C)s2)cc1OC,1,-5,-1,5,-2,0.3,-10,2,5
CCn1cc(C(=O)NC2CCCCCC2)c(=O)c2cc(S(=O)(=O)N3CCCCC3)ccc21,-3,-1,-2,14,6,-1.2,8,3,3
O=C(/C=C/c1ccc(Br)cc1)NC1CCCCCC1,2,-2,3,-5,102*,-0.5,-1,3,8
O=C(NCCN1CCOCC1)c1ccc([N+](=O)[O-])cc1[N+](=O)[O-],3,-3,1,1,-5,-0.7,-2,-3,-1
NC(=O)N/N=C/c1cccc(C(F)(F)F)c1,-5,-1,0,8,-4,0.8,-4,-3,1
Cc1cccc(C(=O)c2cn[nH]c2-c2ccccc2O)c1,-2,-1,2,10,-4,1.9,-4,6,-1
COc1cccc(S(=O)(=O)Nc2ccc(C(=O)Nc3ccncc3)cc2)c1,-2,1,12,-1,-6,2.6,6,1,1
COc1ccc(-c2cn(CCc3c[nH]c4ccccc34)nn2)cc1,-3,0,-7,-1,6,5.6,4,-16,3
CCOc1ccc(NC(=S)NNC(=S)Nc2cccc(C(F)(F)F)c2)cc1,-1,3,3,-6,10,2.7,-6,2,28
COc1ccccc1NS(=O)(=O)c1cccc(C(=O)NCC(c2cccs2)N2CCOCC2)c1 (stereo unspecified),x,3,4,7,x,0.1,6,x,7
Cc1ccc(NC(=O)COC(=O)c2ccc(CN3CCCC3=O)cc2)c(Cl)c1,x,-6,-1,11,x,0.4,9,x,69*
CN(C(=O)c1ccco1)c1nc(-c2ccc(Cl)cc2)cs1,-1,-1,1,2,14,-0.7,2,-3,-5
CCN(CC)C(=O)CSc1nnc(-c2ccc(S(=O)(=O)NCc3ccccc3Cl)cc2)o1,-2,0,-2,-10,3,-0.3,-10,2,3
COc1cc(C2C(C#N)=C(N)Oc3cc(O)ccc32)cc(OC)c1OC (stereo unspecified),11,-2,1,-10,-4,1.0,8,2,-2
O=C(Cn1cc2c(n1)CCCC2)N1CCOCC1,-2,0,1,8,-4,0.2,2,0,4
CCOC(=O)/C=C1\CN(C(C)c2ccccc2)S(=O)(=O)c2ccccc21 (stereo unspecified),-2,1,1,3,-2,2.1,7,-1,12
CC(C)Cc1cc(CNC(=O)C2CCC(=O)N(CCc3cccc(F)c3)C2)on1 (stereo unspecified),2,2,1,3,-2,-0.6,8,3,7
